From PubChem BioAssay
LDHA block = qHTS assay for inhibitors of human lactate dehydrogenase | purified LDHA, NADH/diaphorase-resazurin fluorescence; stronger effect = lower value | AID 1347041, 2019 | L-lactate dehydrogenase A chain (Homo sapiens), P00338 | 480,000 compounds, 0.15% hits | activity change, % (values are at about 110 or 230 µM); in the data active means activity change below about -30%; inconclusive means mostly about -25% to -30%;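 further: plate controls were DMSO wells for no effect and wells without enzyme for full effect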
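Human LDH5 (2 nM) was incubated with 0.06 mM NADH and 0.2 mM pyruvate for 5 min at room temperature in Tris pH 7.4. Remaining NADH was coupled through diaphorase/resazurin, and resorufin fluorescence was read at 0 and 20 min.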
Vif-APOBEC3G blk = qHTS for Inhibitors of Vif-A3G Interactions: qHTS | HeLa A3G-eYFP + Vif (tagged APOBEC3G with the HIV-1 protein that degrades it), YFP fluorescence, overnight | Potency, µM (doses to about 46.1 µM), inactives show top-dose activity, negative = active, hits mostly inhibitors | DNA dC->dU-editing enzyme APOBEC-3G (Homo sapiens), Q9HC16 | 410,000 compounds, 0.076% hits;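 further: potency means the concentration at half of the fitted maximal effect; on the % scale 0 is the no-effect control and ±100 the full control effect; nearly all actives have a fitted effect of over 60% in size; hits raise eYFP signal because A3G escapes Vif-driven loss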
Target sequence (Q9HC16 whole entry, looked up): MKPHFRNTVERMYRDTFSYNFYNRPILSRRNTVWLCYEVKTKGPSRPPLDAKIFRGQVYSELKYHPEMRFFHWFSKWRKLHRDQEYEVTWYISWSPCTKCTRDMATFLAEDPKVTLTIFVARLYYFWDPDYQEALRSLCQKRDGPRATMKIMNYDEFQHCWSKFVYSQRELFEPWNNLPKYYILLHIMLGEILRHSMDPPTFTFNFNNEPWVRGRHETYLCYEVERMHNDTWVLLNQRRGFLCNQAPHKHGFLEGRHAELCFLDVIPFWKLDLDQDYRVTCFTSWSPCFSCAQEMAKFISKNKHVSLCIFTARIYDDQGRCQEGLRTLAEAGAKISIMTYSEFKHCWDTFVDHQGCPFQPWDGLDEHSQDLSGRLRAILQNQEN
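HeLa cells stably expressing Vif and C-terminally eYFP-tagged A3G, seeded overnight at 37 deg C, then exposed to compound by pintool overnight at 37 deg C. Rise in yellow fluorescence (Ex 488/Em 500-530, Acumen) marks blocked Vif-driven A3G degradation.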
Vif-A3F inh = qHTS for Inhibitors of Vif-A3F Interactions: qHTS; HeLa A3F-eYFP + Vif (tagged APOBEC3F with the HIV-1 protein that degrades it), YFP fluorescence increase; Potency, µM (top dose mostly 46.1 µM), without a hit: at the highest dose activity, negative = active; 390,000 compounds, 0.2% hits; AID 602313, 2012; further: potency means the concentration at half of the fitted maximal effect; % of control where 0% means no effect; nearly all actives have a fitted effect of over 65% in size
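HeLa cells stably expressing A3F-eYFP plus Vif, plated and incubated overnight at 37 deg C, then exposed to compounds overnight at 37 deg C. Blocked degradation read as raised yellow fluorescence (Ex 488/Em 500-530).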
D2 PAM = HTS Assay for Positive Allosteric Modulators of the Human D2 Dopamine Receptor: Primary Screen for Potentiators. D(2) dopamine receptor (Homo sapiens), P14416. HEK293 T-REx D2, calcium flux, EC20 dopamine potentiation. potentiation, % at 10 µM. 340,000 compounds, 0.34% hits. AID 485347, 2010;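 active means potentiation over 3 SD above the plate norm, cut at about 30% in these data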; further: 0% is about no effect
Target sequence (P14416 whole entry, looked up): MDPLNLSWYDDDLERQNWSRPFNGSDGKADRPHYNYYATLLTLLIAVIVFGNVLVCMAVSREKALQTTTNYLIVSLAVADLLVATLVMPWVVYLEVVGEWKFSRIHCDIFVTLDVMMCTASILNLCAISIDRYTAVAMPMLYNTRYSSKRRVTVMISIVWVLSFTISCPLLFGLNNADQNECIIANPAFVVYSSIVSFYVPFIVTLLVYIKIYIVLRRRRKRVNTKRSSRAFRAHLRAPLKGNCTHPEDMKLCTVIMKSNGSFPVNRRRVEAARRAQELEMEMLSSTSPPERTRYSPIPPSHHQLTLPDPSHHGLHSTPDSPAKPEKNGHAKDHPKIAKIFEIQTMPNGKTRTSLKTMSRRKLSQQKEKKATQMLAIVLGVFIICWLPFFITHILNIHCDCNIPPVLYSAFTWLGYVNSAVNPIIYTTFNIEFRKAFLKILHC
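Potentiation of an EC20 dopamine calcium response measured kinetically over 180 s, after a preceding 180 s compound-only read flagging agonists. Cells: inducible Hek293 Trex D2 line, 4000/well, cultured overnight at 30 C before dye loading.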
D1 antag = Antagonist of Human D 1 Dopamine Receptor: qHTS | HEK293 TREx D1 cells, calcium flux, dopamine EC80; stronger effect = lower value | activity change, negative = inhibition, % at 10 µM | 360,000 compounds, 3.2% hits; in the data active means activity change below about -30%; further: on the % scale 0 is the no-effect control and ±100 the full control effect
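After overnight tetracycline induction at 30 C, force-coupled D1 HEK293 cells took up a no-wash calcium dye at room temperature. Compounds were added and monitored 180 s, and the response to EC80 dopamine was then recorded.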
D1 PAM = Potentiators of Human D1 Dopamine Receptor: qHTS. 360,000 compounds, 0.036% hits. potentiation, % at 10 µM. D(1A) dopamine receptor (Homo sapiens), P21728. HEK293 TREx D1 cells, calcium flux, dopamine EC20 potentiation; in the data active means potentiation above about 30%; further: 0% is about no effect
RXFP1 ag = qHTS Assay for Agonists of the Relaxin Receptor RXFP1. HEK293T-RXFP1 cAMP TR-FRET, 30 min; response scale: percent of porcine relaxin response, buffer zero. Potency, µM (titrated, usually from 57.5 µM), for inactives: at the highest dose activation, actives largely listed as activators. Relaxin receptor 1 (Homo sapiens), Q9HBX9. AID 2676, 2010. 370,000 compounds, 0.3% hits; further: potency means the concentration at half of the fitted maximal effect; on the % scale 0 is the no-effect control and ±100 the full control effect; nearly all actives have a fitted effect of over 60% in size; many of its hits are not listed in these tables
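cAMP rise read by TR-FRET after 30 min, 37C compound exposure (up to 58 uM) in RXFP1-transfected HEK293 cells with Ro 20174 present. EC50 from Hill-equation fits, with 29 nM porcine relaxin as 100% and buffer as basal.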
D1 ag = Allosteric Agonists of the Human D1 Dopamine Receptor: qHTS; D(1A) dopamine receptor (Homo sapiens), P21728; HEK293 T-REx D1 cells, calcium flux, agonist mode; activation, % at 2 µM; 360,000 compounds, 1% hits; in the data active means activation above about 30%; further: 0% is about no effect
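Tetracycline-induced HEK293 TREx D1 cells, force-coupled to calcium signalling, were dye-loaded with a no-wash calcium kit. Compound was pin-added after a 10 s baseline. Fluorescence was read kinetically at 1 cycle/s for 180 s, with calcium rises flagged as agonism.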
Glioma ERSR ind = qHTS for Inducers of the Endoplasmic Reticulum Stress Response (ERSR) in Human Glioma: qHTS; U87-MG GRP78 promoter luciferase reporter, 16 h; Potency, µM, inactives show top-dose activation, most hits filed as activators; 420,000 compounds, 0.02% hits; AID 602332, 2012; further: potency means the concentration at half of the fitted maximal effect; series mostly up to about 76 µM; % of control where 0% means no effect; nearly all actives have a fitted effect of over 35% in size
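Stably transfected U87-MG glioma cells carrying a GRP78-based luciferase sensor; 16 h compound incubation. Luminescence end-point read 10 min after Bright-Glo addition at room temperature.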
* = called active by the depositor; ? = inconclusive; nt = not tested or not shown; & = joins results of further samples. Unless noted, the call rests on the fitted dose curve; in most records, active means well fitted curve in the direction sought with a large enough effect; inconclusive means small, poorly fitted or top-dose-only effect, or another doubt; inactive means no such curve, though single readings can be large; an effect the other way counts as inactive or inconclusive. An excerpt (hit frequency here may not be typical).

1	Cc1ccc(C(=O)NNC(=O)C(C)Oc2ccccc2F)cc1S(=O)(=O)N1CCOCC1 (centres undefined)
2	S=c1[nH]nc(-c2cc(-c3ccccc3)n[nH]2)n1/N=C/c1ccc(Cl)cc1
3	CC(C)NC(=O)C(C)n1cccc1C(=O)c1ccccc1 (centres undefined)
4	COc1ccc(C2/C(=C(\O)c3ccc4c(c3)OCCO4)C(=O)C(=O)N2Cc2cccnc2)cc1OC (centres undefined)
5	Nc1nc2sc3c(c2cc1C(=O)N1CCOCC1)CCCC3
6	O=C(Cc1n[nH]c(=O)c2ccccc12)OCC(=O)c1ccc(F)c(F)c1
7	COc1cccc(CNc2ccc(F)c(Cl)c2)c1OC
8	COc1ccc(C(=O)N(Cc2cc(OC)c(OC)c(OC)c2)C2CCS(=O)(=O)C2)cc1Cl (centres undefined)
entry no.,1,2,3,4,5,6,7,8
LDHA block,-7,0,-1,-2,-9,-1,0,-1
Vif-APOBEC3G blk,2%,-8%,-4%,0%,4%,0%,-3%,-4%
Vif-A3F inh,-6%,-2%,-6%,1%,1%,4%,-2%,5%
D2 PAM,0,-5,nt,-6,20,-2,20,-20
D1 antag,-6,0,-14,9,0,13,-3,-10
D1 PAM,-4,-2,-13,0,-1,-5,-3,3
RXFP1 ag,0.0%,4.2%,2.7%,19%,1.2%,10%,0.0%,-1.1%
D1 ag,1,-1,1,1,1,2,1,1
Glioma ERSR ind,-2%,2%,-3%,0%,5%,0%,-2%,-1%

9	COc1cccc(C#Cc2cnc3c(c2)C(=O)N([C@@H](C)CO)C[C@H](C)[C@H](CN(C)C(=O)C2CCC2)O3)c1
10	CC(=O)NNC(=O)N1Cc2ccccc2Oc2ccc(Cl)cc21
11	CSCCC(NC(=O)c1ccco1)C(=O)N1CCCC(C(F)(F)F)C1 (centres undefined)
12	CC[C@]12c3[nH]c4cc(CCC(=O)N(C)C)ccc4c3CCN1C(=O)[C@@H](CC(=O)NCCCn1ccnc1)C[C@@H]2C(=O)N1CCN(C(=O)c2ccco2)CC1
13	CN(C)S(=O)(=O)c1ccc(N2CCCC2)c(C(=O)NNC(=O)c2ccc(F)cc2)c1
14	O=C(Nc1nn[nH]n1)c1cc(-c2ccc(Cl)c(Cl)c2Cl)nc2ccccc12
15	Cc1ccc(SCC(=O)Nc2oc(C)c3c(C)n[nH]c(=O)c23)cc1C
16	Cn1c(=O)c2c(nc(Sc3nc4ccccc4n3CC(=O)N3CCCCC3)n2C)n(C)c1=O
entry no.,9,10,11,12,13,14,15,16
LDHA block,-10,-16&-7,-2,-8,-8,-2,2,-3
Vif-APOBEC3G blk,-7%,0%&-2%,-4%,6%,1%,-8%,0%,2%
Vif-A3F inh,-6%,2%,0%,7%,-14%,-1%,3%,-3%
D2 PAM,nt,nt,0,nt,-5,13,-7,-3
D1 antag,nt,nt,27,nt,-2,3,4,-5
D1 PAM,nt,nt,-1,nt,-3,5,4,-7
RXFP1 ag,nt,nt,-0.9%,nt,0.7%,-1.3%,-1.3%,10%
D1 ag,nt,nt,0,nt,0,1,0,3
Glioma ERSR ind,-3%,-4%&-4%&-2%&-3%,-4%,0%,-1%,-2%,-4%,0%

Entries of single compounds as entered above. Values in the order: LDHA block | Vif-APOBEC3G blk | Vif-A3F inh | D2 PAM | D1 antag | D1 PAM | RXFP1 ag | D1 ag | Glioma ERSR ind
Cc1ccc(SCC(=O)Nc2oc(C)c3c(C)n[nH]c(=O)c23)cc1C across the screens: 2 | 0% | 3% | -7 | 4 | 4 | -1.3% | 0 | -4%
O=C(Nc1nn[nH]n1)c1cc(-c2ccc(Cl)c(Cl)c2Cl)nc2ccccc12 across the screens: -2 | -8% | -1% | 13 | 3 | 5 | -1.3% | 1 | -2%
Cn1c(=O)c2c(nc(Sc3nc4ccccc4n3CC(=O)N3CCCCC3)n2C)n(C)c1=O across the screens: -3 | 2% | -3% | -3 | -5 | -7 | 10% | 3 | 0%

(list continues)
17	Cc1cc(C)c2oc(C(=O)Nc3c(C)n(C)n(-c4ccccc4)c3=O)cc(=O)c2c1
18	CCCC(=O)NC(c1ccco1)c1c(O)ccc2ccccc12 (centres undefined)
19	CCOc1ccccc1N1CCN(S(=O)(=O)CC)CC1
20	Cn1c2ccccc2c2nnc(SCC(=O)NCc3ccoc3)nc21
21	Cc1ccc(S(=O)(=O)NC2CCOC(C)(C)C2)cc1 (centres undefined)
22	CN(C(=O)CSc1nc2sc3c(c2c(=O)n1C)CCC3)C1CCS(=O)(=O)C1 (centres undefined)
23	Cc1ccc2[nH]c3c(c2c1)CCCC3NCCO (centres undefined)
24	O=C(CN1C(=O)C2CCCCC2C1=O)Nc1ccccc1N1CCCC1 (centres undefined)
entry no.,17,18,19,20,21,22,23,24
LDHA block,-4,13,0,-1,-3,-1,6,-1
Vif-APOBEC3G blk,-2%,-6%,-6%,-10%,0%,6%,1%,-5%
Vif-A3F inh,-2%,9%,nt,-8%,4%,5%,-4%,6%
D2 PAM,-1,7,-22,0,22,-3,0,-3
D1 antag,-12,7,-3,2,24,14,7,0
D1 PAM,1,-4,9,4,0,2,-1,-2
RXFP1 ag,1.6%,0.4%,-0.2%,27%,0.4%,3.1%,0.4%,-1.2%
D1 ag,1,9,0,1,6,0,20,4
Glioma ERSR ind,-2%,-2%,0%,0%,-3%,-1%,-3%,-2%

25	Cc1c(Cl)c(=O)oc2cc(OCC(=O)NCc3cccs3)ccc12
26	COCCOC(=O)C1=C(C)NC2=C(C(=O)CC(C)(C)C2)C1c1ccc(N(C)C)cc1 (centres undefined)
27	O=C(N/N=C\c1ccc(F)cc1)c1cc(OCC(F)(F)F)ccc1OCC(F)(F)F
28	CCC(=Cc1ccc(CC)cn1)CC
29	CCC(C)(C(=O)NC1CCCCC1)N(Cc1cccs1)C(=O)CC1NC(=O)NC1=O (centres undefined)
30	COc1ccc(C)cc1NC(=O)C(=O)NCCc1csc(-c2ccc(C)cc2)n1
31	O=C(COC(=O)c1cccnc1Cl)NCc1ccc2c(c1)OCO2
32	C/C(=N/NC(=O)CSCc1ccc(Cl)cc1)c1cccc(NC(=O)c2ccccc2)c1
entry no.,25,26,27,28,29,30,31,32
LDHA block,-1&-10,-2,-13,-8,-10,-5,-5,-9
Vif-APOBEC3G blk,1%,2%,0%,0%,0%,-1%,2%,-1%
Vif-A3F inh,5%,-7%,-11%,0%,7%,1%,-2%,-2%
D2 PAM,10,21,-3,3,0,-4,-4,19
D1 antag,-2,-2,-6,10,-14,9,-19,2
D1 PAM,-1,2,-8,-4,-6,4,-4,-4
RXFP1 ag,3.9%,-0.3%,0.2%,-2.3%,4.8%,1.3%,1.9%,-0.1%
D1 ag,3,-1,2,5,1,3,0,1
Glioma ERSR ind,-3%,1%,-3%,-3%,-2%,-2%,-2%,-6%

33	Cn1c(N)c(C(=O)COC(=O)CSc2ccccc2)c(=O)n(C)c1=O
34	COc1ccccc1S(=O)(=O)Nc1cc(C)nn1-c1ccc(C)cc1
35	CCC(C)(C)C1CCc2c(sc(NC(=O)c3cccs3)c2C(N)=O)C1 (centres undefined)
36	CCOC(=O)c1ccc(NC(=O)c2ccco2)cc1
37	NS(=O)(=O)c1ccc(Sc2nc3ccccc3s2)c([N+](=O)[O-])c1
38	CC(C)/C=N/NC(=O)c1cccc(N2CCCC2=O)c1
39	O=C(CN1C(=O)NC2(CCCCCCC2)C1=O)Nc1ccc(Cl)cc1
40	COc1ccc(NC(=S)Nc2cccc(S(=O)(=O)N3CCCCC3)c2)cc1
entry no.,33,34,35,36,37,38,39,40
LDHA block,-1,-5,-2,-3,-2,-2,-3,0
Vif-APOBEC3G blk,0%,1%,0%,0%,-28%,-3%,-11%,?
Vif-A3F inh,-38%,7%,-5%,3%,7%,1%,-4%,2%
D2 PAM,5,-10,0,0,2,8,9,15
D1 antag,-8,-3,-1,-12,-24,-7,-20,5
D1 PAM,1,-5,0,-4,-1,2,-10,-3
RXFP1 ag,0.5%,0.4%,-4.2%,1.6%,5.4%,-2.1%,-0.6%,-1.4%
D1 ag,10,1,0,3,15,-1,0,4
Glioma ERSR ind,-3%,-4%,-3%,4%,-5%,1%,-7%,0%

Compounds shown so far that have a CF3 group, in the order listed:
11	CSCCC(NC(=O)c1ccco1)C(=O)N1CCCC(C(F)(F)F)C1 (centres undefined)
27	O=C(N/N=C\c1ccc(F)cc1)c1cc(OCC(F)(F)F)ccc1OCC(F)(F)F
entry no.,11,27
LDHA block,-2,-13
Vif-APOBEC3G blk,-4%,0%
Vif-A3F inh,0%,-11%
D2 PAM,0,-3
D1 antag,27,-6
D1 PAM,-1,-8
RXFP1 ag,-0.9%,0.2%
D1 ag,0,2
Glioma ERSR ind,-4%,-3%

Other entries follow.
41	COc1ccc(Br)cc1CNC(=O)C1CCN(c2nnc(-n3cccc3CNc3ccc(C)cc3)s2)CC1
42	CCCN1Cc2cccc(C(=O)Nc3ccccc3C(=O)OC)c2C1=O
43	CC1=C(C(=O)OCc2ccc([N+](=O)[O-])cc2)N2C(=O)C(NC(=O)Cc3ccccc3)C2SC1 (centres undefined)
44	Cc1cccc(C)c1-c1ccc(CN2C(CC(C)C)C(=O)N(Cc3cn(CCO)nn3)CCS2(=O)=O)cc1 (centres undefined)
entry no.,41,42,43,44
LDHA block,-14,-2,-1,-1
Vif-APOBEC3G blk,nt,nt,2%,-15%
Vif-A3F inh,nt,nt,2%,3%
D2 PAM,1,7,-1,nt
D1 antag,7,4,-3,nt
D1 PAM,0,-3,6,nt
RXFP1 ag,-2.8%,1.5%,-2.0%,nt
D1 ag,-1,8,3,nt
Glioma ERSR ind,nt,nt,4%,-5%
